# Source: PubChem (several laboratories)
# CAL PDZ FP-1: blocks peptide binding to the human CAL PDZ domain; AID 602252; Q9HD26; inhibition, % at 24.9 µM; 300,000 tested, 0.92% active; purified CAL PDZ, TMR-peptide fluorescence polarization, 1 h;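 active = mean inhibition of at least 30% with at least half of replicates also reaching 30%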;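 note: 0% = DMSO neutral control and 100% = excess unlabeled competitor peptide PRC23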
# Tat transport: inhibitors of E. coli Tat protein transport; E. coli MC4100 TorA-mCherry Tat export, fluorescence; inhibition, % at 10 µM; 340,000 tested, 0.036% active;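 active = mean replicate inhibition at least 50% and at least half of replicates individually reaching 50%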;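 note: exported cargo escapes ClpAP degradation while cytoplasmic cargo is degraded and loses fluorescence; 0% = median of neutral control wells and 100% = median of NaSCN control wells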
# CAL PDZ FP-2: human CAL PDZ-peptide interaction inhibition; purified CAL PDZ, TMR-peptide fluorescence polarization, 1 h; inhibition, % at 20 µM; 330,000 tested, 0.02% active; AID 504414;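 active = highest replicate inhibition of at least 40%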;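 note: plate controls were DMSO neutral control wells for no effect and unlabeled competitor peptide control wells for full effect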
#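 Read-out basis: mP drop reported as inhibition | Assay system: Tagged CAL PDZ protein CerCALP, purified | Benchmarks: Unlabelled peptide for full inhibition, DMSO wells as neutral | Schedule: 1 h incubation at room temperature before polarization reading | Buffer or medium: Sodium phosphate/NaCl buffer pH 7.4 with TCEP, IgG, Thesit | Doses: Single point, 20 µM | Measured by: Fluorescence polarization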
# Wnt act: Wnt/beta-catenin pathway activation; Wnt/beta-catenin reporter cell assay, activator, plate reader; activation, % at 9.35 µM; 300,000 tested, 1.2% active; AID 743398; in the data active = activation above about 30%, passing the limit was not always enough;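 note: 0% = neutral control wells and 100% = positive control wells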
# MITF TRPM1 HTS: MITF TRPM1 promoter activation in melanoma cells; SK-MEL-5 TRPM1-promoter luciferase, 24 h; % of positive control, neutral wells = 0; activation, % at 12.5 µM; 300,000 tested, 0.75% active; AID 588334;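 active = mean activation of at least 80% with every replicate also reaching 80%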;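 note: 0% = neutral control wells and 100% = parthenolide positive control wells; values of inactives mirror those of a sister screen read the other way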
# Ecoli viability: bacterial growth inhibition, counter-screen for AddAB inhibitors; E. coli V3065 growth, OD600 absorbance, 18 h; inhibition, % at 11.9 µM; 330,000 tested, 0.27% active;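 active = inhibition above the campaign's mean inhibition across all tested compounds plus 3 SD, cut at about 9.9% in these data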;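 note: uninfected addAB+ strain grown without phage in ampicillin broth; 0% = DMSO wells and 100% = ciprofloxacin 0.95 µg/ml wells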
# AddAB inh: less growth of phage-infected E. coli with AddAB. E. coli expressing H. pylori AddAB, absorbance growth. inhibition, % at 11.9 µM. 330,000 tested, 0.29% active. AID 435030; in the data active = inhibition above about 12%;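 note: 0% = vehicle wells of infected cells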
# SR-BI HDL uptake: inhibitors of mouse SR-BI mediated HDL lipid uptake. Q61009. 320,000 tested, 0.96% active. ldlA[mSR-BI] CHO cells, DiI-HDL uptake fluorescence, 3 h. inhibition, % at 12.5 µM;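 active = mean replicate inhibition of at least 70% and a set share of replicates each scoring 70 or more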;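 note: 0% = median of neutral control wells and 100% = median of positive control wells; values of inactives mirror those of a sister screen read the other way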
# Target sequence (Q61009 whole entry, looked up): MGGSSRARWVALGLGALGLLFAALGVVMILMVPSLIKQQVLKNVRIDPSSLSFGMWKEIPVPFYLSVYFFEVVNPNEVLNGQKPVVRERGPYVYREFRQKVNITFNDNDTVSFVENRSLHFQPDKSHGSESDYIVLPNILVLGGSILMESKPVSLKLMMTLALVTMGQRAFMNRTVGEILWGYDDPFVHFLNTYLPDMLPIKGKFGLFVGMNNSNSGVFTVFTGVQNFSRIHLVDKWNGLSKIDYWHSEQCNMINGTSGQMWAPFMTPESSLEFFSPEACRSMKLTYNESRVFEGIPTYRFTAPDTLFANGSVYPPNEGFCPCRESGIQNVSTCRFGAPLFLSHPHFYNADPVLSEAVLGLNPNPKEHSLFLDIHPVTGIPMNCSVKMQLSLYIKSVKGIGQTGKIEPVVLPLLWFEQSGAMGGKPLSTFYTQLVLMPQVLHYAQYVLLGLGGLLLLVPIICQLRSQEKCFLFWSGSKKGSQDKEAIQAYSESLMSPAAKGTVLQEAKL
# phage Ecoli inh: E. coli growth loss with phage present; inhibition, % at 11.9 µM; growth absorbance; 360,000 tested, 0.26% active; AID 651602; in the data active = inhibition above about 11%
# SR-BI DiI-HDL act: activators of SR-BI mediated HDL lipid uptake. CHO ldlA[mSR-BI] cells, DiI-HDL uptake fluorescence, 3 h; 100 = double the neutral-control signal. activation, % at 12.5 µM. 320,000 tested, 0.096% active. AID 504775;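 active = mean replicate activation of at least 60% and every replicate at or above 60%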;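 note: 0% = median plate neutral-control signal and 100% = twice that signal; values of inactives mirror those of a sister screen read the other way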
#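 Test system: SR-BI-overexpressing, LDLR-lacking CHO cells. Measured by: DiI fluorescence, bottom read. Medium: Ham's F12 with 0.5% BSA, HEPES 25 mM, pH 7.4. Timing: 3 h uptake period with compound, 37 °C.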
# * marks the source's active call; other numbers are inactive results; nt = not tested or not shown.
SMILES,CAL PDZ FP-1,Tat transport,CAL PDZ FP-2,Wnt act,MITF TRPM1 HTS,Ecoli viability,AddAB inh,SR-BI HDL uptake,phage Ecoli inh,SR-BI DiI-HDL act
COCCN(Cc1cc2cc3c(cc2nc1Cl)OCO3)C(=O)Nc1ccccc1OC,-1.8,14.9,-0.1,nt,-2.1,0.3,4.3,38.6,0.6,-38.6
Cc1ccc2c(c1)N(Cc1ccccn1)C(=O)C(C)O2 (centres undefined),-2.4,-4.2,-3.2,nt,1.1,0.2,0.1,3.8,1.3,-3.8
COC(=O)c1c(N2C(=O)CC(Sc3ncccc3C(=O)O)C2=O)sc(C)c1C (centres undefined),-4.8,-0.2,-1.3,3.1,-5.8,0.8,2.2,nt,1.4,nt
Cc1cccc(OCCCCCNCCO)c1,-2.1,14.0,-1.7,-2.5,4.0,1.4,0.8,-22.2,2.2,22.2
COc1ccc(CCNC(=O)C(=O)NCC2OCCN2S(=O)(=O)c2cc(F)ccc2F)cc1 (centres undefined),nt,10.5,0.1,0.7,nt,-1.7,-1.1,-6.5,-0.5,6.5
COC/C=C/C1=CC2=CC(=O)C(C)(OC(=O)c3cnc4ccccc4n3)C(=O)C2=CN1CCCOC(C)C (centres undefined),-0.7,-11.3,1.4,2.8,-7.3,-0.9,-1.3,-19.4,2.5,19.4
Cc1cccc2c1N(C)C(=O)C2=O,2.9,-11.0,0.3,1.3,-17.0,1.0,0.9,-12.2,1.1,12.2
CN(C(=O)c1ccccc1C(=O)OCC(=O)Nc1ccc(OC(F)F)cc1)c1ccccc1,nt,1.8,-4.4,-0.1,6.5,0.2,1.8,25.0,-0.9,-25.0
Cc1ccc(/C=C(\C#N)C(=O)Nc2cccc(C)n2)cc1,-5.7,-6.4,0.7,-1.8,nt,0.1,-1.7,-1.3,1.8,1.3
COc1ccc([N+](=O)[O-])cc1NC(=O)C1CCCCC1C(=O)O (centres undefined),-2.7,-1.8,-1.4,1.1,-2.8,0.4,0.2,-6.7,0.4,6.7
O=c1cc(C23CC4CC(CC(C4)C2)C3)[nH][nH]1,-7.3,0.8,-0.6,-1.6,2.0,1.2,0.3,-12.1,1.6,12.1
CN1/C(=C\C=C(/C#N)C(=O)Nc2ccccc2F)C(C)(C)c2ccccc21,0.5,-1.4,0.5,-7.1,10.6,-1.6,-1.6,4.1,4.0,-4.1
N#Cc1c(N)nc(SCC(=O)NCCc2ccccc2)c(C#N)c1-c1cccs1,-1.8,-5.0,0.0,nt,-9.6,-0.2,2.5,-19.4,2.9,19.4
CCC1(C)Cc2sc3c(=O)[nH]c(=S)[nH]c3c2CO1 (centres undefined),-6.5,-4.4,nt,0.4,4.1,-2.5,2.0,18.5,2.3,-18.5
COC(=O)c1sccc1NC(=S)N1CCN(c2ccccc2)CC1,-5.5,17.9,0.1,nt,19.2,2.0,4.2,-12.5,2.8,12.5
O=C(N/N=C/c1ccc(-c2cccc(C(F)(F)F)c2)o1)c1ccccc1O,0.0,-5.7,-1.9,nt,-9.3,0.0,2.5,15.3,0.7,-15.3
O=S(=O)(/N=C(/Nc1nc2ccccc2s1)c1ccccc1)c1ccccc1,nt,-0.5,-0.2,50.1*,51.1,-1.8,-3.2,-30.5,3.1,30.5
O=C(COc1cccnc1[N+](=O)[O-])NCc1ccc2c(c1)OCO2,-0.8,0.4,-0.3,-0.2,-10.1,2.5,1.4,-22.5,1.3,22.5
CCOC(=O)C1=C(N)Oc2cc(O)ccc2C1c1ccc(F)cc1F (centres undefined),-2.8,-2.0,-0.1,0.1,-8.4,0.9,2.3,8.0,0.5,-8.0
CC(=O)N(/N=C1\Sc2ccccc2C1=O)c1ccc(C)cc1C,-2.5,0.5,0.3,nt,-45.7,-0.6,0.2,19.8,3.3,-19.8
COC(=O)C1CCN(CCCOc2ccc(CN3CCN(c4ccc([N+](=O)[O-])cc4)CC3)cc2)CC1,-4.5,1.6,-3.2,-2.2,2.6,0.9,1.0,14.5,2.0,-14.5
CCN(CC)S(=O)(=O)c1ccc(N2CCCC2)c(NC(=O)Cc2ccc(OC)cc2)c1,5.2,-2.7,-0.1,-2.2,-7.2,0.4,1.4,-6.2,0.8,6.2
CC1=C(C)CC2(SC1)C(=O)N(c1ccccc1)N=C2N (centres undefined),-5.5,-1.2,-2.3,20.3,16.9,-0.2,0.8,-9.4,2.9,9.4
CC(=O)N(/N=C1\Sc2ccccc2C1=O)c1cccc(C)c1,7.0,4.7,-1.0,nt,-3.1,-3.4,-0.6,-1.3,2.6,1.3
NC(=O)CS(=O)(=O)c1nc2ccccc2n1Cc1ccccn1,-1.7,7.6,-1.7,0.7,-1.1,3.3,7.3,-11.1,4.0,11.1
CCNC(=O)CN(c1ccc(Oc2ccccc2)cc1)S(=O)(=O)c1ccccc1,-1.4,0.7,-1.7,1.7,13.3,1.0,0.3,-14.5,2.1,14.5
O=C(COC(=O)c1cccc([N+](=O)[O-])c1)NCC1CCCO1 (centres undefined),2.6,-0.2,-0.9,-1.3,10.4,-0.1,1.7,-11.8,6.0,11.8
Cn1c(CCC(=O)OCC(=O)Nc2ccc(Oc3ccccc3)cc2)nc(=O)c2ccccc21,-3.9,2.0,-3.6,-8.0,18.2,-0.3,0.8,-28.8,1.7,28.8
C=CCn1c(CSc2nc3ccccc3s2)nnc1SCC(=O)OCC,nt,12.4,-1.3,nt,nt,-1.5,0.9,-11.7,2.2,11.7
COc1cccc(C(=O)N2CCN(C(=O)Cc3ccccc3)CC2)c1,-3.1,-1.7,-1.5,0.3,16.3,-3.6,2.3,-22.0,3.1,22.0
Cc1[nH]c(=O)n(C(C)C)c(=O)c1Br,-2.3,-0.7,0.4,-4.5,3.9,nt,nt,-17.4,2.6,17.4
CCOC(=O)c1sc(NC(=O)Cc2ccc(C)cc2)nc1C,5.7,-4.1,-1.6,-3.6,4.1,0.4,1.1,-51.0,3.8,51.0
CC(C)(C)NC(=O)C1CCC(C)(C(=O)O)C1(C)C (centres undefined),-4.1,-4.7,-1.5,-1.7,1.6,0.5,3.2,-13.4,1.4,13.4
O=C(CCNS(=O)(=O)c1ccc2[nH]c(=O)oc2c1)NCc1ccccc1,13.5,-5.3,-2.3,2.8,3.8,-2.8,0.7,-1.9,2.5,1.9
CSc1nc(N)nc(SCC(=O)C23CC4CC(CC(C4)C2)C3)c1C#N,nt,5.0,-4.4,nt,13.6,2.9,2.0,23.0,2.8,-23.0
O=C(CNC(=O)c1cc(S(=O)(=O)N2CCOCC2)ccc1N1CCCC1)Nc1ccc(F)c(F)c1,-2.4,-7.1,-2.3,-3.2,-3.2,nt,nt,12.1,4.4,-12.1
Cc1noc(C)c1C(=O)Nc1nc(-c2ccc([N+](=O)[O-])cc2)cs1,-0.8,7.6,-2.3,-0.4,11.7,1.0,2.7,40.9,-2.8,-40.9
CN(C)CCNc1oc(COc2ccc(-c3ccccc3)cc2)nc1C#N,1.5,2.7,-1.6,-1.5,-6.1,-4.9,0.6,3.3,nt,-3.3
COc1cccc(C(=O)Nc2cccc(-c3nnc(-c4ccccc4)o3)c2)c1,-0.3,3.8,0.6,17.4,24.8,-1.8,-3.0,64.1,0.1,-64.1
O=C(O)CNC(=O)c1ccccc1NC(=O)c1ccco1,nt,0.6,0.1,nt,-6.4,0.0,2.1,-33.5,2.2,33.5

# Wnt act: entries above that show a hit.
Structure	CAL PDZ FP-1	Tat transport	CAL PDZ FP-2	Wnt act	MITF TRPM1 HTS	AddAB inh	SR-BI HDL uptake	phage Ecoli inh	SR-BI DiI-HDL act
O=S(=O)(/N=C(/Nc1nc2ccccc2s1)c1ccccc1)c1ccccc1	nt	-0.5	-0.2	50.1*	51.1	-3.2	-30.5	3.1	30.5

# Carrying on.
SMILES,CAL PDZ FP-1,Tat transport,CAL PDZ FP-2,Wnt act,MITF TRPM1 HTS,Ecoli viability,AddAB inh,SR-BI HDL uptake,phage Ecoli inh,SR-BI DiI-HDL act
Cc1ccccc1NC(=O)NC1CCCc2ccccc21 (centres undefined),-3.9,-5.6,-3.2,-1.2,-3.2,1.3,-1.8,37.8,1.4,-37.8
Cc1ccc(S(=O)(=O)N2CCN=C2SCc2cccnc2)cc1,-6.9,1.3,0.3,-0.8,9.5,3.9,1.9,-16.9,1.6,16.9
COc1ccccc1N1CCN(C(=O)c2sc3nc(-c4ccc(F)cc4)cn3c2C)CC1,-1.1,7.8,0.5,3.7,-17.9,-2.2,3.9,57.9,2.8,-57.9
CCC1C(=O)N(C)CCc2ccccc21 (centres undefined),-3.0,2.5,0.2,3.5,4.4,1.1,0.8,-11.0,2.4,11.0
Cn1nc(C(F)(F)F)cc1C(=O)Nc1ccc(-c2ccno2)cc1,-3.8,0.2,-2.0,-1.1,0.9,-1.4,3.2,34.7,2.5,nt
O=C(CSc1nnc(-c2ccco2)n1CC1CCCO1)NC1CCCC1 (centres undefined),nt,4.0,0.1,nt,-0.3,-0.2,3.1,-18.5,2.1,18.5
Cc1ccc(C(=O)NC2CC3CCCC(C2)N3C(=S)NCc2ccco2)cc1 (centres undefined),4.6,-0.6,-12.6,0.3,0.1,2.5,1.5,-5.1,3.4,5.1
O=C(N/N=C/c1cc2c(cc1Cl)OCO2)c1ccc2c(c1)OCCO2,-2.2,-4.1,-2.8,13.7,nt,6.0,5.3,66.2,1.9,-66.2
COc1cc(/C=N/NC(=O)c2cccc(S(=O)(=O)N3CCCC3)c2)cc(OC)c1O,2.9,-3.9,-2.4,-2.8,0.8,-1.7,-0.7,11.9,3.2,-11.9
O=C(CCC1CCCCC1)N1CCN(Cc2ccc3c(c2)OCO3)CC1,-2.5,6.5,-3.3,-6.3,7.8,1.4,2.3,27.6,3.6,-27.6
C/C(=N\O)C(C)NC(=O)c1ccccc1 (centres undefined),0.2,0.4,-0.5,-1.7,-13.6,0.3,4.4,-20.2,2.1,20.2
CN(C)c1nccc(Nc2ccccc2)c1C#N,-1.6,1.8,-1.2,-3.1,-1.6,0.9,3.8,-29.1,0.0,29.1
CCOc1ccc(NC(=O)CN2C(=O)NC(C)(c3ccc(OC(F)F)cc3)C2=O)cc1 (centres undefined),-1.4,1.3,-2.3,-1.7,0.2,0.8,4.4,-11.2,0.3,11.2
Cn1c(=O)[nH]c(=O)c2c1nc(SCCO)n2CCCc1ccccc1,-4.4,-4.5,-0.4,-2.3,nt,-1.6,0.7,6.0,1.3,-6.0
Cc1cc(Cl)ccc1C(=O)C1CCCN(C(=O)c2cc(C(C)C)no2)C1 (centres undefined),-4.8,-0.9,-1.5,-1.8,0.8,1.5,0.8,-3.9,2.0,3.9
Cc1ccc(N2C(=O)CSC2c2cccnc2)c(Cl)c1 (centres undefined),0.1,-6.2,-1.1,1.2,-9.8,-0.3,1.6,-21.2,4.7,21.2
CC(=O)c1c(C)nc2sc3c(=N)n(N)cnc3c2c1-c1ccc(Cl)cc1,-6.3,-1.5,-3.4,0.0,7.3,-0.8,0.3,-4.5,0.7,4.5
